Source: PubChem BioAssay
RXFP1 agonist = qHTS Assay for Agonists of the Relaxin Receptor RXFP1; Relaxin receptor 1 (Homo sapiens), Q9HBX9; HEK293T-RXFP1 cAMP TR-FRET, 30 min; response scale: percent of porcine relaxin response, buffer zero; Potency, µM (highest dose often 57.5 µM), for the others: at the top dose activation, most hits filed as activators; hit rate 0.3% among 370,000; further: potency means the concentration at half of the fitted maximal effect; on the % scale 0 is the no-effect control and ±100 the full control effect; nearly all actives have a fitted effect of over 60% in size; many of its hits are not listed in these tables
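cAMP rise read by TR-FRET after 30 min, 37C compound exposure (up to 58 uM) in RXFP1-transfected HEK293 cells with Ro 20174 present. EC50 from Hill-equation fits, with 29 nM porcine relaxin as 100% and buffer as basal.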
USP1 inh = Inhibitors of USP1/UAF1: Primary Screen; Ubiquitin carboxyl-terminal hydrolase 1 (Homo sapiens), O94782; recombinant USP1/UAF1, Ub-Rhodamine cleavage fluorescence; Potency, µM (highest dose often 57.1 µM), for inactives: top-dose activity change, negative = inhibition, most hits filed as inhibitors; hit rate 0.23% among 390,000; AID 743255, 2014; further: potency means the concentration at half of the fitted maximal effect; on the % scale 0 is the no-effect control and ±100 the full control effect; nearly all actives have a fitted effect of over 60% in size; inactives centre near -12
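1 nM enzyme complex + cpd, 15 min RT; start with Ub-Rho 150nM final; kinetic fluorescence ex 480/em 540, 6 reads q60 s. Buffer 50mM HEPES pH 7.8, 0.5mM EDTA, 0.1 mg/ml BSA, 1mM TCEP, 0.01% Tween-20.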
IDH1 R132H inh = qHTS for Inhibitors of mutant isocitrate dehydrogenase 1 (IDH1): qHTS | AID 602179, 2012 | hit rate 0.093% among 390,000 | IDH1-R132H enzyme, NADPH consumption, diaphorase/resazurin fluorescence | Potency, µM (series often up to 76.6 µM), inactives show at the top dose activity change, negative = inhibition, hits mostly inhibitors | Isocitrate dehydrogenase [NADP] cytoplasmic (Homo sapiens), O75874; further: potency means the concentration at half of the fitted maximal effect; on the % scale 0 is the no-effect control and ±100 the full control effect; nearly all actives have a fitted effect of over 65% in size
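IDH1-R132H (0.5 ug/mL dispensed) in pH 7.5 Tris buffer was preincubated 30 min with compound, then given a substrate mix of 0.016 mM NADPH and 2 mM alpha-KG for 80 min at room temperature; remaining NADPH was read by diaphorase/resazurin fluorescence.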
PI4K2A block = qHTS for small molecular inhibitors of PI4K2A | purified PI4K2A, ADP-Glo luminescence, 1 h; hits give low values | hit rate 0.13% among 420,000 | Phosphatidylinositol 4-kinase type 2-alpha (Homo sapiens), Q9BTU6 | AID 1346378, 2018 | activity change, negative = inhibition, % at 76.9 µM; in the data active means activity change below about -50%; inconclusive means mostly about -30% to -49%;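 further: -100% = wells without enzyme as full effect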
Target sequence (Q9BTU6 whole entry, looked up): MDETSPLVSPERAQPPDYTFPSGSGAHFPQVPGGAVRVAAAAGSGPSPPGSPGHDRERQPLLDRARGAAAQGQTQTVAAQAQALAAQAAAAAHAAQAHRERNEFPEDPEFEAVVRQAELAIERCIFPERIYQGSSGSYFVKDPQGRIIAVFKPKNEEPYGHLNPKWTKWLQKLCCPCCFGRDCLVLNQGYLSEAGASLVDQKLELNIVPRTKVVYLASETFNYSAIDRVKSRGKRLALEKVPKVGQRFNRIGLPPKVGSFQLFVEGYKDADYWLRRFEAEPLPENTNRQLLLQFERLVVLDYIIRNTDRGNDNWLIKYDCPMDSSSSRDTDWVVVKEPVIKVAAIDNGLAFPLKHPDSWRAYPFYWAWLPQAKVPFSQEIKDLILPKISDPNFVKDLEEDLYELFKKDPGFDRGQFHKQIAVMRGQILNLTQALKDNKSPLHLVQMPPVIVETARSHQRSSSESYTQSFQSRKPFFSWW
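PI4K2A activity was measured by ADP-Glo luminescence: enzyme (4 ug/mL stock) and phosphatidylinositol (1.2 mM stock) in Tris pH 7.5/MgCl2/EGTA/Triton X-100 buffer were reacted with ATP (300 microM stock) for one hour at ambient temperature.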
Vif-A3G inh = qHTS for Inhibitors of Vif-A3G Interactions: qHTS; DNA dC->dU-editing enzyme APOBEC-3G (Homo sapiens), Q9HC16; HeLa A3G-eYFP + Vif (tagged APOBEC3G with the HIV-1 protein that degrades it), YFP fluorescence, overnight; Potency, µM (doses to about 46.1 µM), for inactives: at the top dose activity, negative = active, usual class: inhibitors; hit rate 0.076% among 410,000; AID 602310, 2012;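 further: potency means the concentration at half of the fitted maximal effect; on the % scale 0 is the no-effect control and ±100 the full control effect; nearly all actives have a fitted effect of over 60% in size; hits raise eYFP signal because A3G escapes Vif-driven loss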
Target sequence (Q9HC16 whole entry, looked up): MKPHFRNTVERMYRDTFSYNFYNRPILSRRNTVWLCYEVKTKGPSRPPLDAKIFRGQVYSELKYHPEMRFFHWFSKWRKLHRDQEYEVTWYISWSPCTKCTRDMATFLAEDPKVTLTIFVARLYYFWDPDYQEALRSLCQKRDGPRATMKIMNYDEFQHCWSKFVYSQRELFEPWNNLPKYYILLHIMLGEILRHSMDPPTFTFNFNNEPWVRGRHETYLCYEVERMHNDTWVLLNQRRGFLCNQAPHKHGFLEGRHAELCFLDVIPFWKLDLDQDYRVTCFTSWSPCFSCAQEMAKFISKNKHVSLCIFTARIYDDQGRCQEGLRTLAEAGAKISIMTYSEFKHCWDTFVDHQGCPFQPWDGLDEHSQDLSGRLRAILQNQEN
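HeLa cells stably expressing Vif and C-terminally eYFP-tagged A3G, seeded overnight at 37 deg C, then exposed to compound by pintool overnight at 37 deg C. Rise in yellow fluorescence (Ex 488/Em 500-530, Acumen) marks blocked Vif-driven A3G degradation.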
Vif-A3F inh = qHTS for Inhibitors of Vif-A3F Interactions: qHTS. AID 602313, 2012. HeLa A3F-eYFP + Vif (tagged APOBEC3F with the HIV-1 protein that degrades it), YFP fluorescence increase. hit rate 0.2% among 390,000. Potency, µM (titrated, usually from 46.1 µM), without a hit: top-dose activity, negative = active; further: potency means the concentration at half of the fitted maximal effect; % of control where 0% means no effect; nearly all actives have a fitted effect of over 65% in size
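HeLa cells stably expressing A3F-eYFP plus Vif, plated and incubated overnight at 37 deg C, then exposed to compounds overnight at 37 deg C. Blocked degradation read as raised yellow fluorescence (Ex 488/Em 500-530).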
LDHA block = qHTS assay for inhibitors of human lactate dehydrogenase. L-lactate dehydrogenase A chain (Homo sapiens), P00338. purified LDHA, NADH/diaphorase-resazurin fluorescence; hits give low values. activity change, % (values are at about 110 or 230 µM). hit rate 0.15% among 480,000. AID 1347041, 2019; in the data active means activity change below about -30%; inconclusive means mostly about -25% to -30%;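 further: plate controls were DMSO wells for no effect and wells without enzyme for full effect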
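Resorufin fluorescence (ex540/em590), read at 0 and 20 min after diaphorase/resazurin addition, reports the NADH left after a 5 min room-temperature reaction of 2 nM human LDH5 with 0.06 mM NADH and 0.2 mM pyruvate.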
GRP78 ERSR act = qHTS for Inducers of the Endoplasmic Reticulum Stress Response (ERSR) in Human Glioma: qHTS; U87-MG GRP78 promoter luciferase reporter, 16 h; Potency, µM, inactives show at the highest dose activation, actives largely listed as activators; hit rate 0.02% among 420,000; AID 602332, 2012; further: potency means the concentration at half of the fitted maximal effect; series mostly up to about 76 µM; % of control where 0% means no effect; nearly all actives have a fitted effect of over 35% in size
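Stably transfected U87-MG glioma cells carrying a GRP78-based luciferase sensor; 16 h compound incubation. Luminescence end-point read 10 min after Bright-Glo addition at room temperature.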
TrxR1 substrate = qHTS Assay for Substrates of Mammalian Selenoprotein Thioredoxin Reductase 1 (TrxR1): qHTS. Potency, µM (series often up to 114 µM), without a hit: at the highest dose activity change, negative = substrate turnover. hit rate 0.01% among 390,000. Thioredoxin reductase 1, cytoplasmic (Rattus norvegicus), O89049. purified TrxR1 substrate turnover, NADPH consumption readout; further: potency means the concentration at half of the fitted maximal effect; on the % scale 0 is the no-effect control and ±100 the full control effect; nearly all actives have a fitted effect of over 50% in size
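Rat TrxR1, dispensed at 90 nM, was prereduced with 400 uM NADPH (final) for 5 min at ~22 deg C, then incubated with compound 15 min before 400 uM selenite. A first-read NADPH fluorescence drop versus no-compound background flagged substrates.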
* hit, by the source's call; ? = inconclusive; . = not tested or not shown; & = joins results of further samples; [ ] = remark or other dose. Unless noted, the call rests on the fitted dose curve; in most records, active means well fitted curve in the direction sought with a large enough effect; inconclusive means small, poorly fitted or top-dose-only effect, or another doubt; inactive means no such curve, though single readings can be large; an effect the other way counts as inactive or inconclusive.

SMILES	RXFP1 agonist	USP1 inh	IDH1 R132H inh	PI4K2A block	Vif-A3G inh	Vif-A3F inh	LDHA block	GRP78 ERSR act	TrxR1 substrate
COc1ccc(-c2cn(-c3ccc(OC)cc3)c3[n+]2-c2ccccc2CC3)cc1	0.2%	-21%	0%	-2	1%	-3%	-10	-3%	9%
O=C(Cc1cccs1)NCCN1CCOCC1	-1.4%	-7%	5%	6	0%	3%	-2	-7%	-8%
COc1ccc(C(=O)N/N=C/c2ccc3cccc(O)c3n2)cc1	0.5%	-18%	4%	4	10%	8%	3	13%	4%
c1ccc2cc(-c3csnn3)ccc2c1	-0.7%	-9%	1%	-4	0%	-3%	-3	7%	7%[57.1 µM]
CC1=CC(C)(C)N(C)C(=O)N1c1ccc(Cl)cc1	0.6%	9%	-6%	-4	4%	-2%	1	6%	1%[57.1 µM]
CCOC(=O)N/N=C/c1ccc(OCCSc2ccc(Cl)cc2)c(OC)c1	-0.5%	-11%	-7%	1	-2%	13%	-1	-9%	-3%
Cn1c(SCC(=O)Nc2ccccc2F)nnc1C1CCCCC1	-1.1%	-4%	-3%	4	1%	4%	-7	-1%	-7%
O=C(NCc1cccc(Cl)c1)c1ccc2c(c1)OCO2	0.8%	0%	1%	-2	-1%	-1%	-7	0%	6%
O=C(CSCc1ccc(Cl)cc1)Nc1cc([N+](=O)[O-])ccc1O	-0.4%	-13%	-2%	1	2%	-1%	-6	-2%	11%[57.1 µM]
COc1ccccc1C(=O)Nc1nsc(-c2ccccc2)n1	6.0%	-18%	-9%	-12	-1%	-7%	-3	-1%	-3%
CCOC(=O)c1ccc(NC(=O)CC2C(=O)N(c3ccc(F)cc3)C(=O)N2Cc2cccnc2)cc1 (configuration not stated)	-0.5%	-6%	-8%	-5	2%	-1%	-7	-1%	-7%
O=C(CCSCc1ccccc1Cl)N1CCN(c2cccc(Cl)c2)CC1	0.1%&-0.3%	-17%&-8%	15%&0%	-2&-2	-3%&2%	0%&1%	0&-4	0%&-3%	1%[57.1 µM]
CCC1(c2ccccc2)NC(=O)N(CC(=O)NNC(=O)COc2ccc(Cl)cc2C)C1=O (configuration not stated)	1.1%	-20%	-1%	-2	-2%	-5%	-3	0%	-5%
COc1ccc(C(CNC(=O)c2cccc(S(=O)(=O)Nc3ccc(C)cc3)c2)N2CCOCC2)cc1 (configuration not stated)	-2.1%	-11%	4%	1	0%	2%	0	-5%	-5%
COc1ccc(/C=N/NC(=O)c2nn(C)cc2Br)cc1CSCc1ccco1	0.6%	-16%	9%	-1	-1%	2%	-5	1%	-8%
Cc1ccccc1C(=O)NC(CC(C)C)C(=O)OCC(=O)c1c(N)n(C)c(=O)n(C)c1=O (configuration not stated)	7.1%	2%	5%	4	0%	-20%	-8	-2%	2%
COC(=O)c1[nH]c2ccc(Cl)cc2c1NC(=O)Oc1ccccc1	-0.7%	-22%	3%	6	-2%	-15%	-1	16%	159%[activator]
COc1ccc2[nH]c(C(=O)O)c(CCNC(C)=O)c2c1	0.5%	-10%	13%	7	2%	3%	-5	-3%	72%[activator][57.1 µM]
Cc1ccc(S(=O)(=O)NC(CCc2ccccc2)CC(=O)C(C)(C)C)cc1 (configuration not stated)	5.4%	-27%	0%	1	-7%	2%	1	-3%	0%
CCN(CC)S(=O)(=O)c1ccc(NC(=O)c2ccc(CN3CCOCC3)cc2)cc1	-0.6%	7%	0%	1	0%	-6%	4	-3%	7%
O=C(Nc1ccncc1)c1cc(-c2cccc(Br)c2)nc2ccccc12	-0.1%	-3%	-10%	1	-10%	-53%	-2	-5%	-12%
COc1ccccc1Nc1nc(N)nc(CN2CCC(C)CC2)n1	3.4%	0%	8%	-1	0%	3%	-3	-2%	5%[57.1 µM]
O=C1CC(Sc2nnnn2-c2ccccc2)C(=O)N1c1cccc(Cl)c1 (configuration not stated)	11%	-9%	-4%	-2	-30%	.	-11	1%	-1%
COc1cc(S(=O)(=O)NC2CCCCC2C)ccc1F (configuration not stated)	0.2%	-26%	-2%	5	-1%	0%	-2	-3%	-1%
O=C(COC(=O)c1ccc2c(c1Cl)C(=O)c1ccccc1C2=O)NC1CCCCC1	0.7%	-31%	13%	-1	-5%	-41%	8	0%	4%
The list continues.
SMILES	RXFP1 agonist	USP1 inh	IDH1 R132H inh	PI4K2A block	Vif-A3G inh	Vif-A3F inh	LDHA block	GRP78 ERSR act	TrxR1 substrate
CCOC(=O)c1c(NC(=O)/C=C\C(=O)O)sc(C)c1-c1ccccc1	1.0%	-4%	-16%	10	1%	-23%	-5	?	6%[57.1 µM]
CCCCOc1ccc(C(=O)Nc2cccc(-n3cnnn3)c2)cc1OC	2.9%	-9%	-12%	-2	1%	-5%	1	-2%	-4%
CCN(CC)/C(=N\S(=O)(=O)c1ccc(F)cc1)c1ccccc1	0.0%	-1%	22%	-2	1%	18%	-8	-2%	14%[57.1 µM]
CN(C)S(=O)(=O)c1ccc(Cl)c(NC(=O)CN2C(=O)NC3(CCCC3)C2=O)c1	-2.0%	-18%	-3%	-1	1%	10%	1	-3%	0%
Nc1ccc(C(=O)N2N=C(c3ccccc3)CC2(O)C(F)(F)F)cc1 (configuration not stated)	1.7%	-8%	-2%	1	-9%	-8%	2	0%	-1%
Cc1cccc(C)c1OCCn1nnc2ccccc21	0.3%	-15%	4%	2	2%	8%	-2	0%	-9%[57.1 µM]
CCOC(=O)C1CCCN(C(=O)Cc2ccc(OC)c(OC)c2)CC1 (configuration not stated)	.	.	.	0	0%	.	1	-1%	.
CC(=O)Nc1ccc(NC(=O)c2ccc3c(c2)C(=O)N(c2ccccc2C)C3=O)cc1	2.1%	-5%	1%	0	1%	1%	-1	1%	-2%
COc1ccc(Oc2ccc(C(F)(F)F)cc2NC(=O)c2ccc(OC)cc2)cc1	0.0%	-10%	8%	-3	1%	0%	1	-3%	1%
Cc1ccc(C(=O)N=c2sccn2C)cc1C	0.0%	-11%	5%	-6	1%	0%	-1	?	-9%
CCCCn1c(N)c(Sc2ccc(Cl)cc2)c(=O)[nH]c1=O	2.0%	-10%	0%	1	-1%	-6%	-1	7%	2%
CCOc1ccc(NS(=O)(=O)c2ccc(NC(=O)[C@@H]3CCCC[C@@H]3C(=O)O)cc2)cc1	-0.3%	-9%	-3%	-3	5%	0%	-5	-3%	-10%
COc1cccc(NC(=O)C2CCN(c3ccc(Sc4ccc(C)cc4)nn3)CC2)c1	3.0%	-5%	11%	1	4%	-2%	-9	5%	5%
NC(=O)C1CCN(C(=O)C2CCC(=O)N(CC3CCCCC3)C2)CC1 (configuration not stated)	6.4%	-8%	-6%	-1	8%	9%	-1	0%	2%
COC(=O)c1ccc2c(=O)n(CCCCCC(=O)N3CCN(c4cc(C)ccc4C)CC3)c(=O)[nH]c2c1	1.1%	1%	1%	-9	-5%	-7%	3	0%	8%[57.1 µM]
COc1ccc(Cl)cc1NC(=O)CCCN1C(=O)CCC1=O	-0.6%	0%	-3%	6	1%	-2%	-3	-3%	3%
O=C(O)CCCNS(=O)(=O)c1ccc2c(c1)OCCCO2	-0.2%	-8%	5%	1	1%	-5%	-8	-1%	-9%
Cc1onc(-c2ccccc2)c1C(=O)Nc1nc2c(s1)C(=O)CC(C)(C)C2	5.8%	-7%	0%	1	-6%	6%	-3	-1%	-14%
CC(CCc1ccccc1)NC(=O)COC(=O)c1cc(NS(=O)(=O)c2ccc(Cl)c([N+](=O)[O-])c2)ccc1O (configuration not stated)	4.1%	-21%	0%	-2	-24%	-16%	-8	?	-1%
CC(CN1CCCC1)OC(=O)COc1ccccc1 (configuration not stated)	2.4%	2%	-1%	-6	1%	3%	-1	-3%	-1%
CCOc1ccc(C(CC(=O)O)NC(=O)c2ccco2)cc1OC (configuration not stated)	-0.6%	-24%	8%	-16	-5%	2%	-3	15%	-1%
CC(C)CC(=O)Nc1ccc(-c2cn3ccsc3n2)cc1	-0.6%	-17%	2%	-8	-5%	6%	-1	-6%	-5%[57.1 µM]
COc1ccc(C(=O)Oc2c(CN3CCOCC3)cc(Cl)c3cccnc23)cc1	0.7%	-8%	11%	0	-12%	0%	13	?	6%
Cn1c(NCc2ccccc2)nc2cc(-c3cccc(C(F)(F)F)c3)sc2c1=O	.	.	.	-1	-2%	.	2	0%	.
CCN(Cc1cccc(S(=O)(=O)O)c1)c1ccc(C(=C2C=CC(=[N+](CC)Cc3cccc(S(=O)(=O)O)c3)C=C2)c2ccccc2S(=O)(=O)[O-])cc1	.	.	.	.	4%	.	17	-10%	-8%
O=C(NCCc1ccccc1)c1cc(=O)[nH]c2ccccc12	-3.2%	-25%	-7%	-3	-2%	6%	-12	0%	7%

A portion of the library; count on the stated rates, not on these rows.
